Bioassay records (PubChem BioAssay)
MEP2-GFP yeast = modulators of TOR pathway MEP2-GFP in S. cerevisiae | S. cerevisiae MEP2-GFP strain, flow cytometry GFP, 3 h; 100% = DMSO control level | GFP response vs DMSO, % at 10 µM | 330,000 compounds, 0.51% hits | AID 2016;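 active = GFP response versus DMSO above a set limit, roughly screen mean plus 3 SD, cut at about 180% in these data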;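 note: median GFP fluorescence of the barcode-gated MEP2-GFP cells per well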
RPL19A-GFP yeast = yeast TOR pathway RPL19A-GFP modulation; S. cerevisiae RPL19A-GFP strain, flow cytometry, 3 h; stronger effect = lower value; percent response vs DMSO, % at 10 µM; 330,000 compounds, 0.3% hits;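 active = percent response vs DMSO below 50%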;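 note: median channel GFP fluorescence of the barcoded RPL19A-GFP strain; ratio of sample median GFP to plate DMSO average so 100% = DMSO; lower means less RPL19A-GFP as with rapamycin TOR inhibition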
proCasp3 act = activators of human procaspase-3 | AID 463141 | activation, % at 8.5 µM | P42574 | recombinant procaspase-3 D3A, Ac-DEVD-pNA absorbance 405 nm | 330,000 compounds, 0.11% hits;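 active = activation above the mean of all tested compounds plus 3 SD, cut at about 21% in these data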;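 note: 0% = DMSO alone and 100% = DMSO wells spiked with extra 5 µM PC-3 D3A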
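Evaluation: percent activation relative to control range; Material: Procaspase-3 D3A mutant, all three cleavage aspartates alanine; Compound: single dose, 8.5 µM nominal compound, 0.8% DMSO; Replication: one well per compound; Signal: absorbance at 405 nm, 0 and 120 min; Schedule: 1 h preincubation plus 2 h reaction at 25 °C.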
ZTA DNA inh = counter-screen for EBNA-1 inhibitors: inhibitors of Epstein-Barr virus ZTA | P03206 | ZTA-DNA binding, fluorescence polarization | inhibition, % at 11 µM | 320,000 compounds, 0.15% hits | AID 2234; in the data active = inhibition above about 33%
EBNA-1 inh = blocks EBNA-1 binding to DNA | EBNA-1 DNA binding, fluorescence polarization | inhibition, % at 14.8 µM | 300,000 compounds, 0.34% hits; in the data active = inhibition above about 28%
LAP4 TOR yeast = alters LAP4-GFP fluorescence in TOR pathway yeast screen | AID 2023 | S. cerevisiae LAP4-GFP multiplex, flow cytometry GFP, 3 h; median GFP as percent of DMSO wells | 320,000 compounds, 0.34% hits | GFP response vs DMSO, % at 10 µM;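 active = GFP response vs DMSO above a set limit, about the screen mean plus 3 SD, cut at about 150% in these data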
AHR activator = activates the human aryl hydrocarbon receptor; AHR-responsive luciferase reporter cells, luminescence; activation, % at 5 µM; 320,000 compounds, 2.5% hits; in the data active = activation above about 47%;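 note: 0% = vehicle wells and 100% = reference agonist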
proCasp7 act = counter-screen for procaspase-3 activators: activators of human procaspase-7. AID 463210. P55210. recombinant procaspase-7, Ac-DEVD-pNA absorbance 405 nm; D23A/D198A/D206A triple mutant, cannot self-cleave; scale: DMSO 0, 5 µM enzyme 100. 330,000 compounds, 0.093% hits. activation, % at 8.5 µM;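 active = percent activation above the screen-wide mean plus 3 SD, cut at about 25% in these data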
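Test system: Procaspase-7 triple mutant (PC-7 D3A). Also added: Ac-DEVD-pNA substrate, 400 µM as added. Schedule: 1 h enzyme–compound preincubation and 2 h substrate reaction, both 25 °C. Signal: p-Nitroaniline absorbance at 405 nm, read at 0 and 120 min. Control set: low DMSO alone, high DMSO plus 5 µM PC-7.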
The depositor's hits bear a star; · = no result given; [ ] = dose if it differs, or a comment.

SMILES	MEP2-GFP yeast	RPL19A-GFP yeast	proCasp3 act	ZTA DNA inh	EBNA-1 inh	LAP4 TOR yeast	AHR activator	proCasp7 act
CC(C)c1nc2sc3c(SCC(N)=O)ncnc3c2c2c1CCC2	100	103	0	-4	12	113	2	-3
Cc1ccc(C(=O)N/N=C/C=C/c2ccccc2)o1	93	98	3	16	-2	125	10	8
COc1cccc(-n2ccnc2SCC(=O)N2CCCc3ccccc32)c1	98	103	-6	-11	0	103	17	11
C=CCN1C(=O)c2ccc(C(=O)NCCc3ccc(OC)c(OC)c3)cc2C1=O	99	100	6	-7	1	76	3	10
CCC1(C)Cc2c(sc3nc(SC)nc(N)c23)CO1 (stereo not given)	91	87	-6	2	6	94	-2	16
Cc1cccc(C(=O)NN2S(=O)(=O)c3ccccc3S2(=O)=O)c1	93	95	4	6	2	132	3	-3
O=C1NC(=O)/C(=C/c2cccc([N+](=O)[O-])c2)N1	90	86	7	-2	-16	·	6	1
COc1ccc(C)cc1NC(=O)c1ccccc1NS(=O)(=O)c1ccc(Cl)s1	106	87	3	1	9	95	-1	10
CCOc1ccccc1N(C(=O)Nc1ccc(Cl)cc1)C1=NC(C)CS1 (stereo not given)	104	104	7	-1	3	101	1	8
Cc1csc2c(SCC(=O)NNS(=O)(=O)c3cccc(C(F)(F)F)c3)ncnc12	101	96	2	13	10	115	0	-5
O=C(Nc1nc2ccccc2s1)C1CCN(S(=O)(=O)c2cc([N+](=O)[O-])ccc2Cl)CC1	106	103	2	5	7	101	12	5
Cc1cc(Br)ccc1NC(=O)CN(C)C(=O)c1cc([N+](=O)[O-])ccc1N1CCOCC1	94	95	2	2	-14	98	92*	-19
CCCCN(CC)CCCNC(=O)CN1C(=O)CSc2ccc(S(=O)(=O)N3CCOCC3)cc21	106	101	-1	-8	4	101	0	3
COc1cccc2[nH]c(=O)c(-c3ccccc3)cc12	105	103	7	-8	-25	101	2	-8
CC(=O)c1ccc(OCC(O)Cn2nnc3ccccc32)cc1 (stereo not given)	102	101	4	10	3	102	2	-7
OC[C@H]1OC(O)C[C@@H](O)[C@@H]1O (stereo not given in full)	100	97	-1	-5	8	102	-4	-3
Cc1nn(CC(=O)Nc2nccs2)c(C)c1[N+](=O)[O-]	101	102	-4	-2	7	106	-1	-5
COCCNC(=O)/C(C#N)=C/c1nc(N(C)C)n(-c2ccc(F)cc2)c1Cl	107	97	7	-11	0	105	2	-5
Cc1ccnc(NC(=O)c2ccc3c(c2)S(=O)(=O)c2ccccc2C3=O)c1	103	103	2	4	12	99	7	-7
CC1CCCN(CCCNC(=O)c2cn(C)c3ccc(S(=O)(=O)N(C)C4CCCCC4)cc3c2=O)C1 (stereo not given)	107	106	11	1	2	98	0	11
O=S(=O)(NCCOc1ccccc1)c1ccc2ccccc2c1	105	102	-4	9	31*	98	1	13
COc1ccc(CCNC(=O)CN2C(=O)C(=O)N(C3CCCC3)C2=O)cc1OC	95	95	7	5	·	104	1	1
O=C(NC1CCN(C(=O)C2CCCCC2)CC1)c1ccccc1	94	94	-3	-9	3	98	0	7
O=C(N/N=C/c1ccc(Br)s1)c1c[nH]c2ccccc12	119	106	2	1	-6	104	146*	-2
O=C(NCCCN1CCOCC1)C1CCC(=O)N1CCc1ccccc1 (stereo not given)	97	101	4	5	-1	94	-2	-2
CC(NCc1ccc(S(N)(=O)=O)cc1)C(=O)Nc1cccc(Cl)c1 (stereo not given)	103	113	1	0	-4	110	4	2
Cc1nc2ccccc2n1S(=O)(=O)N(C)C	101	99	1	10	1	102	2	-1
COP(C)(=O)c1c(C)nn(-c2ccccc2)c1C (stereo not given)	95	88	3	-18	-5	89	-1	4
COc1ccccc1-c1nnc2n1N=C(c1ccc(OC(F)F)c(OCC3CC3)c1)CS2	99	100	5	·	·	108	28	-1
CCCC(=O)c1c[nH]c(C(=O)N2CCOCC2)c1	93	94	8	-6	-2	92	5	2
COCCNC(=S)N1CCC(Cc2ccccc2)CC1	104	106	-4	-3	-9	105	3	2
O=C(NCCc1c[nH]c2ccccc12)C(=O)NCC(c1ccco1)N1CCN(c2ccccc2)CC1 (stereo not given)	107	104	14	-9	8	100	0	-2
COc1ccc(-c2cn[nH]c2C)cc1OC	96	93	-6	6	-16	98	9	-4
C=CCn1c(=NC(=O)CC)n(C)c2ccccc21	97	102	6	2	8	86	0	0
O=C(Nc1ccc(F)c(F)c1)C1CCCCC1	96	89	6	2	-18	106	4	1
COc1ccc(Cl)cc1NC(=O)CN(C)C(=O)CCNC(=O)c1ccccc1OC	99	102	1	-1	·	104	0	-3
N#Cc1c(NC(=O)COC(=O)c2ccc(O)cc2O)sc2c1CCC2	99	98	1	-22	·	100	2	10
Cc1ccc(-c2nc(CS(=O)CC(=O)NCCCc3ccccc3)c(C)o2)cc1 (stereo not given)	90	97	-5	8	-4	91	2	0
S=C(NCc1ccco1)N1CCN(c2nc(-c3ccccc3)cs2)CC1	102	106	-10	-2	-10	110	-4	6
COc1cccc(C(C(=O)NCc2ccco2)N(C(=O)Cn2nnc3ccccc32)C2CC2)c1OC (stereo not given)	90	93	3	8	-10	87	3	-4
C=CCNC(=S)/C(=C(\[O-])c1ccc(Cl)cc1)[n+]1ccccc1	103	97	-10	-6	-4	103	2	-8
CCCC[n+]1ccn(C2=C([O-])c3ccccc3C(=O)/C2=N\S(=O)(=O)c2ccccc2)c1	106	109	1	-11	3	102	11	-2
Cc1cc2cc(CN(CCCO)S(=O)(=O)c3cccc4nsnc34)c(=O)[nH]c2cc1C	99	100	-4	-13	-9	99	44	-6
Cc1ccnc(NC(=O)C(C)N2C(=O)c3ccccc3S2(=O)=O)c1 (stereo not given)	102	105	1	17	11	100	2	11
CC1=CCCC(C)(C)C1/C=C/C(C)=N/NC(=O)c1ccncc1 (stereo not given)	105	103	0	-13	3	95	13	5
CCN(CC)S(=O)(=O)c1ccc(N2CCOCC2)c(NC(=O)c2cccc3ccccc23)c1	106	106	0	12	4	94	-1	11
CC(C)(C)n1ncc2c(=O)n(CC(=O)N3CCCCC3)cnc21	101	94	0	8	9	99	0	6
CC(O/N=C(\N)c1ccccc1)C(=O)Nc1cccc(C(F)(F)F)c1 (stereo not given)	93	93	1	·	·	98	0	-11

3 compounds from above, sorted by number of heavy atoms, rising.
SMILES	MEP2-GFP yeast	RPL19A-GFP yeast	proCasp3 act	ZTA DNA inh	EBNA-1 inh	LAP4 TOR yeast	AHR activator	proCasp7 act
C=CCNC(=S)/C(=C(\[O-])c1ccc(Cl)cc1)[n+]1ccccc1	103	97	-10	-6	-4	103	2	-8
S=C(NCc1ccco1)N1CCN(c2nc(-c3ccccc3)cs2)CC1	102	106	-10	-2	-10	110	-4	6
Cc1ccc(-c2nc(CS(=O)CC(=O)NCCCc3ccccc3)c(C)o2)cc1 (stereo not given)	90	97	-5	8	-4	91	2	0

Next section:
SMILES	MEP2-GFP yeast	RPL19A-GFP yeast	proCasp3 act	ZTA DNA inh	EBNA-1 inh	LAP4 TOR yeast	AHR activator	proCasp7 act
CC(C)(C)OC(=O)NCCCCCNC(=O)c1[nH]cnc1C(=O)Nc1ccccc1	94	94	3	6	·	88	3	8
COc1ccc(C(=O)Oc2ccc(=O)n(-c3ccccc3)n2)cc1	99	101	4	-7	-3	84	-1	-11
CC(C)N=C(Nc1ccccc1)c1cccnc1	177*[may fluoresce violet]	34*[may fluoresce violet]	4	-18	10	90[may fluoresce violet]	-2	3
COC(=O)c1cccc(N2CCCC2=O)c1	102	96	5	-12	-8	100	1	-2
O=C1SC(c2ccccc2)=C/C1=C\N1CCCCC1	94	91	-13	-4	8	144	5	-7
Cc1ccc(NC(=O)Nc2cnccn2)cc1	105	96	5	10	-14	101	11	1
N#C/C(=N\Nc1c(Cl)cccc1Cl)C(=O)NN	94	94	2	-11	-4	95	-2	-2
O=C(O)CC12CC3CC(C1)CC(n1ncc(NCc4ccc(F)cc4)c(Cl)c1=O)(C3)C2	104	92	0	-7	5	117	1	-1
COC(=O)c1cc(-c2c[nH]c3ccccc23)n[nH]1	101	105	6	9	2	110	29	8
O=C(COc1ccc(S(=O)(=O)NC2CCCC2)cc1)N1CCCCC1	96	95	4	12	3	72	-2	-2
CC(C)C(C(=O)O)N1CCS(=O)(=O)CC1 (stereo not given)	101	104	-9	9	2	103	1	0
Cc1ccc([N+](=O)[O-])c(OCCN2CCNCC2)c1	99	100	10	-13	3	76	-1	1
O=C(CSc1nnc(CNC(=O)c2ccco2)o1)Nc1nc2ccccc2s1	112	111	-3	-6	-4	100	25	-12
COc1ccccc1-c1cc(C(=O)N/N=C/c2ccoc2)c2ccccc2n1	108	99	0	4	-9	99	18	3
Cc1cc(C(=O)Nc2cccnc2)on1	108	104	-1	11	-4	130	6	-1
CCOC(=O)c1ccc(NS(=O)(=O)c2ccc3oc(=O)[nH]c3c2)cc1	102	87	8	17	6	99	0	-1
CCOC(=O)c1[nH]c(C)c(C(=O)N2CCOCC2)c1C	103	100	10	10	9	103	-2	-8

Given bar-delimited: part of the list above
mol | MEP2-GFP yeast | RPL19A-GFP yeast | proCasp3 act | ZTA DNA inh | EBNA-1 inh | LAP4 TOR yeast | AHR activator | proCasp7 act
CC(NCc1ccc(S(N)(=O)=O)cc1)C(=O)Nc1cccc(Cl)c1 (stereo not given) | 103 | 113 | 1 | 0 | -4 | 110 | 4 | 2
Cc1nc2ccccc2n1S(=O)(=O)N(C)C | 101 | 99 | 1 | 10 | 1 | 102 | 2 | -1
COP(C)(=O)c1c(C)nn(-c2ccccc2)c1C (stereo not given) | 95 | 88 | 3 | -18 | -5 | 89 | -1 | 4
COc1ccccc1-c1nnc2n1N=C(c1ccc(OC(F)F)c(OCC3CC3)c1)CS2 | 99 | 100 | 5 | · | · | 108 | 28 | -1
CCCC(=O)c1c[nH]c(C(=O)N2CCOCC2)c1 | 93 | 94 | 8 | -6 | -2 | 92 | 5 | 2
COCCNC(=S)N1CCC(Cc2ccccc2)CC1 | 104 | 106 | -4 | -3 | -9 | 105 | 3 | 2
O=C(NCCc1c[nH]c2ccccc12)C(=O)NCC(c1ccco1)N1CCN(c2ccccc2)CC1 (stereo not given) | 107 | 104 | 14 | -9 | 8 | 100 | 0 | -2
COc1ccc(-c2cn[nH]c2C)cc1OC | 96 | 93 | -6 | 6 | -16 | 98 | 9 | -4
C=CCn1c(=NC(=O)CC)n(C)c2ccccc21 | 97 | 102 | 6 | 2 | 8 | 86 | 0 | 0
O=C(Nc1ccc(F)c(F)c1)C1CCCCC1 | 96 | 89 | 6 | 2 | -18 | 106 | 4 | 1
COc1ccc(Cl)cc1NC(=O)CN(C)C(=O)CCNC(=O)c1ccccc1OC | 99 | 102 | 1 | -1 | · | 104 | 0 | -3
N#Cc1c(NC(=O)COC(=O)c2ccc(O)cc2O)sc2c1CCC2 | 99 | 98 | 1 | -22 | · | 100 | 2 | 10
Cc1ccc(-c2nc(CS(=O)CC(=O)NCCCc3ccccc3)c(C)o2)cc1 (stereo not given) | 90 | 97 | -5 | 8 | -4 | 91 | 2 | 0
S=C(NCc1ccco1)N1CCN(c2nc(-c3ccccc3)cs2)CC1 | 102 | 106 | -10 | -2 | -10 | 110 | -4 | 6
COc1cccc(C(C(=O)NCc2ccco2)N(C(=O)Cn2nnc3ccccc32)C2CC2)c1OC (stereo not given) | 90 | 93 | 3 | 8 | -10 | 87 | 3 | -4
C=CCNC(=S)/C(=C(\[O-])c1ccc(Cl)cc1)[n+]1ccccc1 | 103 | 97 | -10 | -6 | -4 | 103 | 2 | -8
